# Assay outcomes from PubChem.
# POLH inh – DNA polymerase eta (human) inhibition. Q9Y253. recombinant Pol eta, fluorescent DNA replication assay. Potency, µM (titrated, usually from 114 µM), without a hit: at the top dose activity change, negative = inhibition, actives largely listed as inhibitors. 390,000 compounds, 1.2% hits. AID 588591; further: potency means the concentration at half of the fitted maximal effect; on the % scale 0 is the no-effect control and ±100 the full control effect
#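 Pol eta at 10 nM preincubated with compounds 15 min at room temperature; reaction started with fluorescent substrate (50 nM final) and read kinetically at 0 and 10 min.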
# PGK inhibitor – blocks T. brucei phosphoglycerate kinase; Potency, µM (titrated, usually from 57.5 µM), without a hit: top-dose activity change, negative = inhibition, usual class: inhibitors; PGK/GAPDH coupled, Kinase-Glo luminescence, 60 min; 380,000 compounds, 0.043% hits; AID 602233; P07378; further: potency means the concentration at half of the fitted maximal effect; on the % scale 0 is the no-effect control and ±100 the full control effect; nearly all actives have a fitted effect of over 60% in size
#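 Luminescent ATP detection (Kinase-Glo Plus) follows a 60-minute room-temperature incubation, with wells lacking PGK as controls. Buffer: 100 mM TEA (pH 7.6), 5 mM MgCl2, 0.01% Tween-20. Coupling enzyme GAPDH (100 nM final) supplies unstable 1,3-BPG in-well.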
# BAZ2B inh – blocks human BAZ2B. Q9UIF8. AlphaScreen BAZ2B-H3K14Ac peptide displacement. Potency, µM (highest dose often 114 µM), inactives show top-dose activity change, negative = inhibition, hits mostly inhibitors. 360,000 compounds, 4.4% hits. AID 504333; further: potency means the concentration at half of the fitted maximal effect; on the % scale 0 is the no-effect control and ±100 the full control effect; nearly all actives have a fitted effect of over 60% in size
#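 Multi-concentration screen (max 110 uM) measuring displacement of acetylated histone H3 peptide from BAZ2B by AlphaScreen, using 50 nM protein, 50 nM peptide and 10 ug/mL streptavidin donor plus Ni-chelate acceptor beads.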
# GLS inh – inhibitors of human glutaminase (GLS); O94925; GLS enzymatic activity, qHTS titration; Potency, µM (top dose mostly 45.5 µM), inactives show top-dose activity change, negative = inhibition, hits mostly inhibitors; 410,000 compounds, 0.21% hits; further: potency means the concentration at half of the fitted maximal effect; on the % scale 0 is the no-effect control and ±100 the full control effect
#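 hKGA in 45 mM KH2PO4 pH 8.2, 0.02% Tween-20 with pin-transferred compounds; 1 mM L-glutamine (stock) plus glutamate oxidase/HRP/Amplex Red coupling added. Fluorescence read initially and after 30 min at RT.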
# PI4K2A inh – blocks human PI4K2A kinase activity; AID 1346378; 420,000 compounds, 0.13% hits; activity change, negative = inhibition, % at 76.9 µM; purified PI4K2A, ADP-Glo luminescence, 1 h; stronger effect = lower value; in the data active means activity change below about -50%; inconclusive means mostly about -30% to -49%;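 further: -100% = wells without enzyme as full effect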
# Target sequence (Q9BTU6 whole entry, looked up): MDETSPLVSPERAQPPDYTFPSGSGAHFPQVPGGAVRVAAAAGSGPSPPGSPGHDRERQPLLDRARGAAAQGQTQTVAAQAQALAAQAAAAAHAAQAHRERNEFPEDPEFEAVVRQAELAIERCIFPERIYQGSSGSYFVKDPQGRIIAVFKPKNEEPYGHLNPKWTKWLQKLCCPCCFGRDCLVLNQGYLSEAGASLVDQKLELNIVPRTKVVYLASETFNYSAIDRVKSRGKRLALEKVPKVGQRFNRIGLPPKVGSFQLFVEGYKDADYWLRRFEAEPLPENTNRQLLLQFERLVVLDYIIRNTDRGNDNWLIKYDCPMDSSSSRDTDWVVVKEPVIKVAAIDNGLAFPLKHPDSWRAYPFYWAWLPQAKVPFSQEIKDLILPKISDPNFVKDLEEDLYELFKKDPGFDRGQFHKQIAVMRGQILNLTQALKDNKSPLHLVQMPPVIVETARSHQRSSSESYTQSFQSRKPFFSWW
#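 PI4K2A activity was measured by ADP-Glo luminescence: enzyme (4 ug/mL stock) and phosphatidylinositol (1.2 mM stock) in Tris pH 7.5/MgCl2/EGTA/Triton X-100 buffer were reacted with ATP (300 microM stock) for one hour at ambient temperature.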
# JMJD2A Tudor inh – blocks the human JMJD2A Tudor domain; O75164; 390,000 compounds, 4.4% hits; AlphaScreen JMJD2A-Tudor / H3K4me3 peptide binding; Potency, µM (series often up to 114 µM), inactives show at the top dose activity change, negative = inhibition, hits mostly inhibitors; further: potency means the concentration at half of the fitted maximal effect; on the % scale 0 is the no-effect control and ±100 the full control effect; nearly all actives have a fitted effect of over 50% in size
# Pin1 inhibitor – blocks the human prolyl isomerase Pin1 | Q13526 | Pin1 FP peptide displacement, HiFluor488, 10 min | Potency, µM (titrated, usually from 115 µM), for the others: top-dose activity, negative = inhibition, actives largely listed as inhibitors | 390,000 compounds, 0.009% hits | AID 504891; active means well fitted inhibition curve with a large enough effect in the polarisation, with a control signal flat, not every such curve was filed as active; inconclusive means small, poorly fitted or top-dose-only effect, or effect the other way, or a change in a side signal; inactive means no such curve, though single readings can be large or run the other way; the % refers to the polarisation; further: potency means the concentration at half of the fitted maximal effect; on the % scale 0 is the no-effect control and ±100 the full control effect
# HP1b chromo inh – HP1-beta chromodomain-methylated histone interaction inhibition; P83916; Potency, µM (doses to about 114 µM), for the others: at the highest dose activity change, negative = inhibition, usual class: inhibitors; AlphaScreen HP1-beta / biotin-H3K9me3 peptide binding; 390,000 compounds, 0.56% hits; further: potency means the concentration at half of the fitted maximal effect; nearly all actives have a fitted effect of over 70% in size; inactives centre near 23
# Target sequence (P83916 whole entry, looked up): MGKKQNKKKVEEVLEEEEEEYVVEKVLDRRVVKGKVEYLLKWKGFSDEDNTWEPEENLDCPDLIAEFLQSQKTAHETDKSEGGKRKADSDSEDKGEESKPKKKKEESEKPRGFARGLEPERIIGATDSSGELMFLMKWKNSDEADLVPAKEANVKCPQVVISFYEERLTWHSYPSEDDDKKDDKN
#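 AlphaScreen: HP1-beta (50 nM) preformed 30 min with biotin-H3(1-18)K9me3 peptide (50 nM) in PBS pH 7.4, 0.01% Tween-20. Compound added for 30 min at RT, then streptavidin donor/nickel chelate acceptor beads (10 ug/mL) for 30 min.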
# G9a block – blocks human histone lysine methyltransferase G9a. 350,000 compounds, 8.8% hits. AID 504332. Potency, µM (highest dose often 102 µM), without a hit: top-dose activity, negative = inhibition, most hits filed as inhibitors. G9a H3K9 monomethylation, AlphaScreen, 2 h. Q96KQ7; further: potency means the concentration at half of the fitted maximal effect; on the % scale 0 is the no-effect control and ±100 the full control effect; nearly all actives have a fitted effect of over 75% in size
# Target sequence (Q96KQ7 913-1193 limits assumed): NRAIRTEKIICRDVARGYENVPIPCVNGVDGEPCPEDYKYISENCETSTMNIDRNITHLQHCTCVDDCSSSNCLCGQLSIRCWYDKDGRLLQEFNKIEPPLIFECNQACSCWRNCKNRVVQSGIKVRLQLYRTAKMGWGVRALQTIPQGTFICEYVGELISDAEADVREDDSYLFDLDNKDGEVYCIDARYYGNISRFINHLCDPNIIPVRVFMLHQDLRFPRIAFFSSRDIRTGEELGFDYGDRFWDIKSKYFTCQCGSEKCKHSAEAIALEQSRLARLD
#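 AlphaScreen detection with an anti-monomethyl H3K9 antibody quantified product after a 2 h room-temperature reaction containing 500 nM biotinylated H3K9 peptide, 20 µM SAM and 20 nM enzyme, which had been preincubated 15 min with compound.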
# The depositor's hits bear a star; i = inactive; ? = inconclusive; / = no result given; & = joins results of further samples; [ ] = another dose, or the depositor's remark. Unless noted, the call rests on the fitted dose curve; in most records, active means well fitted curve in the direction sought with a large enough effect; inconclusive means small, poorly fitted or top-dose-only effect, or another doubt; inactive means no such curve, though single readings can be large; an effect the other way counts as inactive or inconclusive. Some of the compounds tested; rates above refer to the full screens.
1: CCCCn1c(SCc2nc(N)nc(Nc3ccccc3C)n2)nc2ccccc2c1=O
2: CCc1nnc(NC(=O)CN2CC(C)OC(C)C2)s1 (centres undefined)
3: O=C(CN1CCN(C(=O)C2COc3ccccc3O2)CC1)Nc1ccc(F)cc1 (centres undefined)
4: CCOC(=O)c1cccc(NC(=O)CCn2nc(C)c(S(=O)(=O)N3CCCCC3)c2C)c1
5: CC(C)(C)NS(=O)(=O)c1ccc(NC(=O)NC2CCCCC2)cc1
6: CCN(CC)S(=O)(=O)c1cccc(-c2nnc(SCC(N)=O)n2N)c1
Screen / compound no. | 1 | 2 | 3 | 4 | 5 | 6
POLH inh | -10% | -18% | -26% | -14%&-16% | -5% | 18%
PGK inhibitor | -10% | -1% | 7% | -8%&1% | -7% | 0%
BAZ2B inh | -2% | -3% | 2% | -9%&-4% | 3% | 11%
GLS inh | 3% | -9% | -4% | -7%&8% | ? | -2%
PI4K2A inh | 1 | 2 | 3 | 1&-4 | -5 | 0
JMJD2A Tudor inh | -27% | -1% | -3% | -10%&-25% | -9% | 6%[11.4 µM]
Pin1 inhibitor | 26% | -5% | 0% | -6%&-2% | 6% | -6%
HP1b chromo inh | 1% | 13% | 40%[activator] | 10%&1% | 5% | -3%
G9a block | ? | 14% | / | -21% | 4% | 21%[59 µM]

7: O=C(O)COc1ccc2c(c1)OCCO2
8: CCOC(=O)c1ccc(NS(=O)(=O)c2cccc3nsnc23)cc1
9: Cc1nnc(NC(=O)CSc2nnc(CNC(=O)c3ccccc3F)n2C(C)C)s1
10: CCN(c1ccccc1)S(=O)(=O)c1ccc(C(=O)NCC(c2cccs2)N(C)C)cc1 (centres undefined)
11: O=Cc1cccn1-c1ccccc1
12: CCC(Oc1ccccc1)C(=O)Nc1ccc2oc(-c3ccc(OC)cc3)nc2c1 (centres undefined)
Screen / compound no. | 7 | 8 | 9 | 10 | 11 | 12
POLH inh | -12% | -11% | 9% | -5% | -9% | /
PGK inhibitor | -7% | 11% | 5% | 7% | 2% | /
BAZ2B inh | -8% | -18% | / | -23% | -3% | -3%
GLS inh | 5% | 2% | 1% | 14% | 14% | -4%
PI4K2A inh | -4 | -12 | 1 | 3 | 0 | -12
JMJD2A Tudor inh | -10% | -17% | -13% | -19% | -16% | -3%
Pin1 inhibitor | 1% | -9% | ? | -5% | 0% | 5%
HP1b chromo inh | 39% | 35% | 15%[57 µM] | 16% | 18% | 78%[activator]
G9a block | -6% | 0%[12.7 µM] | / | -22% | 0%[59 µM] | 21%[59 µM]

13: CC(C)c1ccc(/C=N/n2c(-c3ccccc3)n[nH]c2=S)cc1
14: OCC[C@@H]1C[C@@H](O)[C@H](O)[C@]2(CCc3ccccc3CO2)O1
15: C[C@@H]1CN([C@H](C)CO)S(=O)(=O)c2ccc(Br)cc2O[C@@H]1CN(C)C(=O)Nc1ccc(C(F)(F)F)cc1
16: O=C1C=CC2=C3c4cc(O)c(O)cc4CC3(O)COC2=C1O (centres undefined)
17: COc1ccccc1OCCNS(=O)(=O)c1ccc2oc3ccccc3c2c1
18: COc1ccccc1NC(=O)c1ccc(S(=O)(=O)NCc2ccco2)cc1
Screen / compound no. | 13 | 14 | 15 | 16 | 17 | 18
POLH inh | 0% | -15% | -18% | 0.79µM* | -24% | -15%
PGK inhibitor | 4% | -1% | i | 2.8µM* | -3% | -6%
BAZ2B inh | -1% | 7% | / | / | ? | -37%
GLS inh | ? | 16% | -2% | ? | -3% | 0%
PI4K2A inh | -1 | -7 | -2 | ? | -1 | -2
JMJD2A Tudor inh | ? | -30% | / | 3.2µM* | -6% | -28%
Pin1 inhibitor | -3% | -1% | / | ? | 24% | -8%
HP1b chromo inh | 20% | 1% | / | ? | 23%[57 µM] | 27%
G9a block | -10%[0.501 µM] | 21% | / | / | 36%[59 µM] | -17%

19: CC(C)C(NC(=O)C1CCCCC1)C(=O)Nc1ccc2c(c1)OCCO2 (centres undefined)
20: O=C(C[C@H]1C(=O)N(Cc2ccccc2)C[C@@H]1Cc1ccccc1)Nc1ccc(Br)cc1
21: O=S(=O)(NCC1CC1)c1cccc(S(=O)(=O)N2CCCC2)c1
22: CC(C)Sc1nc2c(c(=O)[nH]c(=O)n2C)n1Cc1ccc(Cl)cc1
23: COc1ccccc1N1CCN(C2=Nc3cccc4cccc2c34)CC1
24: CCN(CC)CCN(C(=O)CCS(=O)(=O)c1ccccc1)c1nc2cc(OC)c(OC)cc2s1
Screen / compound no. | 19 | 20 | 21 | 22 | 23 | 24
POLH inh | 9% | -16% | -13% | -17% | 0% | -19%
PGK inhibitor | -5% | 8% | -5% | -8% | 4% | -3%
BAZ2B inh | -38% | / | -1% | 6% | / | -19%
GLS inh | -13% | 15% | -11% | -3% | -1% | 15%
PI4K2A inh | 4 | 5 | -1 | 8 | 3 | 4
JMJD2A Tudor inh | -32% | / | -1% | 32µM* | ? | -9%
Pin1 inhibitor | -2% | / | 0% | 3% | 40%[activator] | -2%
HP1b chromo inh | -5% | / | 13% | ? | ? | 36%
G9a block | -4%[59 µM] | / | -5%[12.7 µM] | ? | ? | 18µM*

25: COc1cccc(-c2n[nH]nc2C2=CC(=O)C[C@H](c3ccc(F)cc3)C2)c1
26: FC(F)(F)C(F)(F)c1nc2nc(Cl)c(Cl)nc2[nH]1
27: N=C1/C(=C/c2cccn2Cc2ccc(F)cc2)C(=O)N=C2SC=CN12
28: COc1cccc(C(O)c2nccn2Cc2ccccc2)c1OC (centres undefined)
29: CCCCCc1cc(O)c2c(C)cc(=O)oc2c1
30: c1ccc(-c2ccc(OCCCn3cncn3)cc2)cc1
Screen / compound no. | 25 | 26 | 27 | 28 | 29 | 30
POLH inh | -8% | -1% | -6% | -6% | -6% | -5%
PGK inhibitor | -6% | -2% | i | / | -10% | 1%
BAZ2B inh | / | / | ? | 0% | 2% | 56µM*
GLS inh | 15% | 5% | -2% | -4% | 3% | 1%
PI4K2A inh | -13 | 1 | -8 | 4 | -1 | 0
JMJD2A Tudor inh | / | / | -24% | -20% | -3% | -14%[11.4 µM]
Pin1 inhibitor | / | / | 53%[activator] | 2% | -12% | -9%
HP1b chromo inh | / | / | 47% | 18% | 25% | ?
G9a block | / | / | -34% | ? | -31% | ?

31: CCn1c(=O)c(C(=O)CN(C)Cc2ccc(F)cc2)c(N)n(Cc2ccccc2)c1=O
32: CCCCc1nnc(NC(=O)CSCc2cc(=O)n3cc(C)sc3n2)s1
33: O=C(O)c1cc(N2C(=O)C3CCCCC3C2=O)ccc1NCc1cccnc1 (centres undefined)
34: COc1ccc(-c2csc(N(Cc3ccco3)C(=O)c3cccs3)n2)cc1
35: Cn1c(N)c(C(=O)COC(=O)C2(c3ccccc3F)CCCC2)c(=O)n(C)c1=O
36: S=C(NCc1ccco1)Nc1ccc(Br)cn1
Screen / compound no. | 31 | 32 | 33 | 34 | 35 | 36
POLH inh | -11% | -10% | -6% | -9% | -6% | -12%
PGK inhibitor | -4% | i | -7% | i | i | 9%
BAZ2B inh | -10% | -22% | -12% | ? | -3% | 10%
GLS inh | -6% | 2% | 0% | 12% | 0% | 5%
PI4K2A inh | -3 | -4 | -1 | -5 | 1 | -3
JMJD2A Tudor inh | -16% | -11% | -12% | -18% | -5% | -14%
Pin1 inhibitor | 0% | -5% | -2% | 64%[activator] | 5% | -8%
HP1b chromo inh | 4% | 52%[activator] | 3% | 28% | 10% | 16%
G9a block | 2% | 7% | ? | / | 3%[59 µM] | 63%[activator]

37: Cc1cc(C)cc(NC2=C(c3ccccc3)C(=O)c3ccccc32)c1
38: Cc1ccccc1CN1[C@@H](C(C)C)COCCS1(=O)=O
39: CCCNC(=S)N(Cc1ccccc1)Cc1nc2ccccc2c(=O)[nH]1
40: O=C(NNC(=S)Nc1ccccc1)C1CC1
Screen / compound no. | 37 | 38 | 39 | 40
POLH inh | -22% | -11% | -8% | -8%
PGK inhibitor | -4% | i | 9% | /
BAZ2B inh | 13µM* | / | -7% | -3%
GLS inh | -8% | 0% | 14% | 66%[activator]
PI4K2A inh | -2 | -3 | 3 | 0
JMJD2A Tudor inh | 13µM* | -11% | -17% | -5%
Pin1 inhibitor | 1% | 3% | -2% | 0%
HP1b chromo inh | ? | 25% | 9% | 40%[activator]
G9a block | 8.9µM* | / | 7.1µM* | -5%

# Of the compounds above, these contain an NH in an aromatic ring:
13: CC(C)c1ccc(/C=N/n2c(-c3ccccc3)n[nH]c2=S)cc1
22: CC(C)Sc1nc2c(c(=O)[nH]c(=O)n2C)n1Cc1ccc(Cl)cc1
25: COc1cccc(-c2n[nH]nc2C2=CC(=O)C[C@H](c3ccc(F)cc3)C2)c1
26: FC(F)(F)C(F)(F)c1nc2nc(Cl)c(Cl)nc2[nH]1
39: CCCNC(=S)N(Cc1ccccc1)Cc1nc2ccccc2c(=O)[nH]1
Screen / compound no. | 13 | 22 | 25 | 26 | 39
POLH inh | 0% | -17% | -8% | -1% | -8%
PGK inhibitor | 4% | -8% | -6% | -2% | 9%
BAZ2B inh | -1% | 6% | / | / | -7%
GLS inh | ? | -3% | 15% | 5% | 14%
PI4K2A inh | -1 | 8 | -13 | 1 | 3
JMJD2A Tudor inh | ? | 32µM* | / | / | -17%
Pin1 inhibitor | -3% | 3% | / | / | -2%
HP1b chromo inh | 20% | ? | / | / | 9%
G9a block | -10%[0.501 µM] | ? | / | / | 7.1µM*
